Screens: PubChem BioAssay, several laboratories
MRP resist rev: reverses drug resistance mediated by MRP | hit rate 0.04% among 85,000 | H69AR cells + 2 uM doxorubicin, CellTiter-Glo, 72 h | differential viability (reversal), % at 10 µM;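 active = viability drop by adding the cancer drug above about 55%, with treated viability meeting a 40% cutoff, limit read from the data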;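 also: viability without doxorubicin minus viability with 2 µM doxorubicin for each compound; larger differential means the compound sensitizes cells more to doxorubicin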
IL1B NFkB pot: enhances IL-1B driven NFkB nuclear translocation | HUVEC IL-1B NFkB p65 nuclear translocation imaging | activation, % at 2 µM | hit rate 0.3% among 94,000 | AID 819;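 active = activation above 40%, about the mean plus 3 SD, also judged a hit on visual image review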;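 also: percent activation is computed from the nuclear over cytoplasmic p65 intensity ratio; values of inactives mirror those of a sister screen read the other way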
Bcl-B TR3 displacers: displacers of TR3 peptide from Bcl-B, primary screen, selectivity assay for Bfl-1 inhibitor project, biochemical, fluorescence polarization. FP displacement of FITC-TR3 peptide from Bcl-B; higher % means a stronger effect. displacement, % at 20 µM, or IC50 in µM where a hit was titrated. hit rate 0.11% among 96,000. AID 748;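 active = displacement above 50% at 20 µM plus a fluorescence interference ratio under 1.5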;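 also: plate controls were wells without compound for no effect and wells lacking Bcl-B protein for full effect; a part of the inactive calls stands beside numbers as strong as those of hits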
IL1B NFkB inh: blocks IL-1B driven NFkB nuclear translocation in HUVEC cells. HUVEC IL-1B NFkB p65 nuclear translocation imaging. inhibition, % at 2 µM. hit rate 0.43% among 94,000;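 active = inhibition above about 30% together with a positive call from visual inspection of the well image, limit read from the data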;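 also: nuclear over cytoplasmic p65 intensity ratio measured by imaging; 0% = IL-1B stimulated DMSO wells and 100% = unstimulated DMSO wells; values of inactives mirror those of a sister screen read the other way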
PLAP inhibitors HTS: PLAP enzyme inhibitors, biochemical, luminescence, HTS (AID 690) | inhibition, % at 20 µM, or IC50 in µM where a hit was titrated | purified PLAP, luminescent substrate; higher % means a stronger effect | hit rate 0.08% among 96,000; in the data active = a potency from the dose series; inactive = the rest, 99 in 100 with inhibition below about 30%; also: strong numbers were not always called active
MRP resist rev cytotoxicity: recorded beside MRP resist rev, whose call it bears; viability, %; H69AR cells, CellTiter-Glo, 72 h; measured here: cytotoxicity without doxorubicin
MRP resist rev with doxorubicin: also measured in MRP resist rev; calls as there; viability, %; measured here: viability with 2 uM doxorubicin; stronger effect = lower value
IL1B NFkB inh cell count 2 µM: further read-out of IL1B NFkB inh, marked with its call; cell count; measured here: cells passing quality filter;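 raw number of nuclei counted in each imaged well without normalization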
IL1B NFkB pot cell count 2 µM: recorded beside IL1B NFkB pot, whose call it bears; cell count; measured here: cells passing quality filter
Numbers without * were called inactive; x = not tested or not shown. A portion of the library; rates above refer to the full screens.

SMILES	IL1B NFkB pot	IL1B NFkB inh cell count 2 µM	IL1B NFkB pot cell count 2 µM	MRP resist rev with doxorubicin	IL1B NFkB inh	PLAP inhibitors HTS	MRP resist rev cytotoxicity	MRP resist rev	Bcl-B TR3 displacers
CC(NC(N)=O)C(=O)OCc1ccc(Cl)cc1Cl (configuration not stated)	23	73	73	89	-23	-3%	91	2	4%
CC(C)COc1ccc(C(=O)NC(CC(C)C)C(=O)O)cc1 (configuration not stated)	11	129	129	96	-11	-6%	99	3	-9%
CCOc1ccccc1C1CC(=O)Nc2cc3c(cc21)OCCO3 (configuration not stated)	-15	93	93	43	16	12%	30	-13	5%
O=C(NCC1CCCO1)c1ccc(CS(=O)(=O)c2ccc(Cl)cc2)o1 (configuration not stated)	24	53	53	83	-24	17%	96	13	-1%
CCSc1ccccc1C(=O)Nc1cccnc1	12	131	131	x	-12	x	x	x	x
CCCCn1c(=O)n(C)c(=O)c2c3c(sc21)COC(C)(C)C3	1	118	118	51	-1	3%	69	18	0%
CCOc1ccc(N(CC(=O)N2CCc3ccccc32)S(=O)(=O)c2c(C)noc2C)cc1	16	185	185	67	-16	-43%	74	7	1%
COC(=O)c1ccccc1S(=O)(=O)NC(=O)c1ccccc1	24	125	125	95	-24	x	119	24	x
COc1ccc(N2C(=O)CC(N3CCC(c4nc5ccccc5[nH]4)CC3)C2=O)cc1 (configuration not stated)	0	186	186	95	0	-9%	115	21	4%
Cc1nc2nc[nH]n2c(=O)c1CC(=O)O	-4	167	167	x	4	2%	x	x	5%
CCOC(=O)c1csc(NC(=O)c2ccccc2)n1	-1	158	158	77	1	-6%	68	-9	0%
CCCCN(C)Cc1c(C)[nH]c2ccc(Cl)cc2c1=O	8	114	114	75	-8	-12%	78	2	-2%
Cc1cc(NC(=O)c2cc(-c3cccs3)on2)nn1Cc1ccc(Cl)cc1	-7	88	88	38	7	3%	26	-11	-7%
CNC(=S)N1CCN(c2cccc(OC)c2)CC1	-6	120	120	x	6	5%	x	x	-1%
C(#Cc1ccccc1)Cn1nnc2ccccc21	28	120	120	82	-28	-2%	92	10	-6%
COc1ccc(O)c(-c2cc(C(F)(F)C(F)F)nc(-c3ccccc3)n2)c1	4	173	173	30	-4	7%	34	4	-6%
O=C(c1ccc(Cl)cc1)N1CCN(C(=O)c2ccco2)CC1	-14	148	148	x	14	-4%	x	x	-4%
Cc1cccc(Cn2c(SCCO)nc3c2c(=O)n(C)c(=O)n3C)c1	-7	84	84	94	7	-31%	89	-5	4%
CCc1nc(N)c(C#N)c(-c2ccncc2)c1C	-14	117	117	81	14	-3%	89	8	2%
Cn1c(=O)c2[nH]c(-c3cccnc3)nc2n(C)c1=O	-2	91	91	79	2	-5%	93	14	-6%
Cc1cc(C)c(C#N)c(N2CCN(Cc3ccc4c(c3)OCO4)CC2)n1	7	59	59	85	-7	-50%	87	2	21%
COCC(=O)N1CCN(c2ccc([N+](=O)[O-])cc2)CC1	1	233	233	x	-2	7%	x	x	10%
Cc1ccc(NCc2nnc(SCC(=O)N3CCCCC3)n2CC2CCCO2)c(C)c1 (configuration not stated)	-1	133	133	84	0	x	84	0	x
COc1cccc(CNc2nc3nc(C)cc(C)n3n2)c1	6	77	77	84	-6	-18%	81	-2	0%
CC1CCN(C(=O)CCCNC(=O)Cn2cnc3sc4c(c3c2=O)CCCC4)CC1	6	117	117	74	-6	-57%	86	12	8%
Cc1nc2c(C(=O)NCc3ccc4c(c3)OCO4)c[nH]n2c(=O)c1Cl	0	130	130	x	0	-16%	x	x	2%
CCn1c(=NC(=O)CN2C(=O)CCC2=O)sc2c(C)cc(C)cc21	11	158	158	60	-11	-36%	67	8	-5%
NNC(=O)c1nnn(-c2nonc2N)c1-c1cccs1	6	169	169	85	-6	4%	89	4	0%
CCCc1[nH]n(-c2nc3ccccc3s2)c(=O)c1C=NCCN1CCOCC1	12	130	130	85	-12	-4%	103	18	-8%
Cc1nn(-c2ccccc2)c2[nH]c(=O)c(CNCc3ccc4c(c3)OCO4)cc12	12	119	119	94	-12	-62%	92	-2	-7%
COc1ccc2cc(C(=O)NC3CCCCC3)c(=O)oc2c1	13	157	157	89	-13	4%	91	2	-3%
O=C(NCc1ccc2c(c1)OCO2)c1c[nH]c2ccc(S(=O)(=O)N3CCOCC3)cc2c1=O	-11	143	143	80	11	-1%	87	7	19%
O=C(Nc1ccccc1)c1nnsc1S(=O)(=O)c1ccc(Cl)cc1	2	193	193	x	-2	10%	x	x	-5%
O=C(NCCN=C1NS(=O)(=O)c2ccccc21)c1ccc2nccnc2c1	12	90	90	x	-12	-21%	x	x	9%
CCOC(=O)C(C)Oc1nc(Oc2ccccc2)nc(N(C)C)n1 (configuration not stated)	10	142	142	99	-10	-64%	96	-3	-8%
COc1cc(-c2nc3ccccc3s2)ccc1O	13	62	62	47	-14	-8%	40	-8	-11%
CCCC(=O)Nc1cc(OCC)c(NC(=O)NC2CCCCC2)cc1OCC	-6	102	102	79	6	11%	98	19	-4%
CCc1cc(=O)oc2c(C)c(O)c(CN3CCCCC3)cc12	12	86	86	80	-12	8%	64	-17	-3%
COc1ccc2nc(SCC(=O)N(C)C3CCCCC3)c(C#N)cc2c1	1	95	95	80	-2	-32%	87	7	6%
Cc1cc(C(=O)CSc2nnnn2C)c(C)n1-c1ccc2c(c1)OCCO2	11	159	159	74	-10	-58%	86	11	-2%
CCOC(=O)C(C#N)C(c1cccnc1)c1c(C)[nH][nH]c1=O (configuration not stated)	11	141	141	84	-11	8%	102	18	8%
CCOC(=O)N(C)OC(=O)Nc1ccc(Cl)c(Cl)c1	18	88	88	95	-18	7%	94	-1	0%
Cc1ccc(-c2nc3ccccc3c(=O)n2CCN2CCOCC2)cc1	15	94	94	74	-15	6%	67	-6	-1%
CCCNCc1cc(OC)c(OCCC)cc1Cl	12	162	162	93	-12	x	88	-5	x
O=C(O)CC1CCS(=O)(=O)C1 (configuration not stated)	-7	189	189	95	7	-7%	100	5	-2%
O=C(O)c1ccccc1OCCOc1ccccc1C(=O)O	8	177	177	110	-8	18%	102	-8	-6%
Cn1c(=O)c2c(nc(N3CCNCC3)n2Cc2cccc3ccccc23)n(C)c1=O	10	166	166	68	-10	-52%	58	-9	0%
O=C(C1CCN(S(=O)(=O)c2ccc(Cl)cc2)CC1)N1CCOCC1	12	70	70	95	-12	-26%	94	-1	3%

Record cards, from the list above:
O=C(O)c1ccccc1OCCOc1ccccc1C(=O)O across the screens: IL1B NFkB pot: 8; IL1B NFkB inh cell count 2 µM: 177; IL1B NFkB pot cell count 2 µM: 177; MRP resist rev with doxorubicin: 110; IL1B NFkB inh: -8; PLAP inhibitors HTS: 18%; MRP resist rev cytotoxicity: 102; MRP resist rev: -8; Bcl-B TR3 displacers: -6%
CCOC(=O)C(C#N)C(c1cccnc1)c1c(C)[nH][nH]c1=O (configuration not stated) across the screens: IL1B NFkB pot: 11; IL1B NFkB inh cell count 2 µM: 141; IL1B NFkB pot cell count 2 µM: 141; MRP resist rev with doxorubicin: 84; IL1B NFkB inh: -11; PLAP inhibitors HTS: 8%; MRP resist rev cytotoxicity: 102; MRP resist rev: 18; Bcl-B TR3 displacers: 8%

Going on with the list.
SMILES	IL1B NFkB pot	IL1B NFkB inh cell count 2 µM	IL1B NFkB pot cell count 2 µM	MRP resist rev with doxorubicin	IL1B NFkB inh	PLAP inhibitors HTS	MRP resist rev cytotoxicity	MRP resist rev	Bcl-B TR3 displacers
O=C(O)CCN1Cc2ccccc2C1=O	-10	105	105	97	10	14%	101	5	4%
Cc1nn(C)cc1/C=N/NC(=O)c1ccc2c(c1)OCO2	2	110	110	x	-2	-13%	x	x	16%
NC(=O)c1ncc(C(F)(F)F)cc1Oc1ccc(C(F)(F)F)cc1	3	169	57	101	3	-48%	110	9	-1%
CN1CCCCc2c1nc1ccccc1c2N (tested in a mixture with another compound)	8	141	141	84	-8	29%	75	-8	7%
CCOc1cc(CN2CCN(c3cccc(C(F)(F)F)c3)CC2)ccc1OC	-10	194	194	89	10	-74%	98	9	2%
CCCNC(=O)c1nc2ncc(Br)cn2n1	-3	149	149	91	3	-1%	86	-5	10%
CC(=O)Nc1cccc(Cl)c1C(=O)O	x	x	x	102	x	18%	97	-6	-8%
COc1ccc(-n2cnnc2SCC(=O)Nc2nc(C)c(Cl)cc2Cl)cc1	6	183	183	87	-6	4%	93	6	-2%
COc1ccc(CN2CCNC(=O)C2CC(=O)O)c(OC)c1 (configuration not stated)	-1	177	177	105	1	-40%	99	-6	-2%
O=c1oc2ccccc2c2c1C(c1ccc(Cl)cc1)Nc1ccc3ccccc3c1-2 (configuration not stated)	-5	196	196	x	5	30%	x	x	-23%
O=C(CN1CCN(C(c2ccccc2)c2ccccc2)CC1)NC(=O)NCc1ccco1	-15	108	108	x	15	-26%	x	x	-2%
Cc1ccc(C(C)C)c(OCCN2C(=O)NC(C)(C)C2=O)c1	13	70	70	79	-13	8%	98	19	-13%
Cc1cccc(N2CCN(C(=O)C3CCN(S(=O)(=O)c4cccc5nsnc45)CC3)CC2C)c1 (configuration not stated)	3	162	162	70	-3	-47%	63	-7	-7%
CCCOC(=O)C1=C(C)NC2=C(C(=O)CC(C)(C)C2)C1c1ccc(N(C)C)cc1 (configuration not stated)	-2	117	117	81	2	-59%	87	7	5%
CC(C)COC(=O)n1c(=O)oc2cc(S(=O)(=O)N3CCCCC3)ccc21	1	104	104	94	-1	2%	81	-13	-9%
O=C(CN1CCN(c2ccccn2)CC1)NCCc1ccccc1	-5	92	92	88	5	-4%	95	7	-9%
CCc1nnc(NC(=O)CSc2nnc(CSc3nc(C)cc(C)n3)o2)s1	-19	113	113	94	20	-13%	92	-2	1%
O=S(=O)(Nc1cccc2ncccc12)c1cccs1	x	x	x	x	x	-70%	x	x	5%
CCc1ccc(/C=C/C(=O)c2cc(Br)ccc(=O)c2O)cc1	10	142	142	x	-10	-49%	x	x	-175%
O=c1c2cnn(-c3ccccc3)c2ncn1/N=C/c1ccncc1	-4	141	141	77	4	x	93	16	x
C=CCn1c(SCC(=O)Nc2ncc(Cc3cc(C(F)(F)F)ccc3Cl)s2)nnc1-c1ccncc1	24	115	115	x	-24	6%	x	x	-13%
O=C(Nc1cnc2ccccc2c1)c1cccnc1	0	188	188	8	0	2%	8	0	-12%
CN(C)CCCC(=O)c1ccc2c(c1)OCO2	-8	156	156	85	8	13%	96	11	2%
